Source: PubChem BioAssay (National Center for Advancing Translational Sciences (NCATS))
KAT2A inh: inhibitors of human GCN5L2 histone acetyltransferase | Q92830 | GCN5L2 HAT assay, ThioGlo1 CoA-SH fluorescence | Potency, µM (titrated, usually from 58.9 µM), without a hit: at the top dose activity change, negative = inhibition, hits mostly inhibitors | hit rate 0.21% among 390,000
Target sequence (Q92830 whole entry, looked up): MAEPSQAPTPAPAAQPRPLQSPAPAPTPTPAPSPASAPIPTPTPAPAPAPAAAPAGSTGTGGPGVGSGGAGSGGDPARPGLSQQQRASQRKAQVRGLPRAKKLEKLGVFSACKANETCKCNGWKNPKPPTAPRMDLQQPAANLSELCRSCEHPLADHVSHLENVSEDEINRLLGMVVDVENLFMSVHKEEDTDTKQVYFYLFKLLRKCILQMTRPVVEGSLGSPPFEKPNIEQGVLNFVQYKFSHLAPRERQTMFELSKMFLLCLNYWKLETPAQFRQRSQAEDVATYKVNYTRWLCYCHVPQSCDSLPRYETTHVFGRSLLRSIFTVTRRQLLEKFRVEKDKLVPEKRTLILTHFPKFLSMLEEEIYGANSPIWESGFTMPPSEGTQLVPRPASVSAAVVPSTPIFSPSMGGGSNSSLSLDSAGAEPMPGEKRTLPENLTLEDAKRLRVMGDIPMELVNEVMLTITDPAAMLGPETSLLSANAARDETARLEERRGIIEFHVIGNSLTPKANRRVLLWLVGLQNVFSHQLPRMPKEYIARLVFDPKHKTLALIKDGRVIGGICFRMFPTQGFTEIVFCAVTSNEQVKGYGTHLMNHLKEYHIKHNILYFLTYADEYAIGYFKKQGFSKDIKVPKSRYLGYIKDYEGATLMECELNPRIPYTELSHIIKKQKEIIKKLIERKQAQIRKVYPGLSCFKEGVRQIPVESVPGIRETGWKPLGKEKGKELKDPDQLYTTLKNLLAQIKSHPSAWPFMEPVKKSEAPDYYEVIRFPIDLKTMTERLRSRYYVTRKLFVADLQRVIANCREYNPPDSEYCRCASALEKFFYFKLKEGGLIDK
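GCN5L2 (20 nM) in 50mM HEPES pH 7.5, 0.1mM EDTA, 0.01% Tween-20 preincubated 15 min with compounds at room temperature. Reaction started with H3(1-25) 75uM, acetyl-CoA 70uM, ThioGlo1 50uM; CoA-thiol fluorescence (Ex340/Em540) read at 0 and 20 min.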
DT40 TDP1 no CPT: qHTS for Inhibitors of human tyrosyl-DNA phosphodiesterase 1 (TDP1): qHTS in cells in absence of CPT. DT40 Tdp1-/- hTDP1 cells, no CPT, ATP luminescence, 48 h. AID 686978, 2013. hit rate 15% among 420,000. Potency, µM (top dose mostly 46.2 µM), without a hit: at the top dose activity change, negative = growth inhibition, actives largely listed as inhibitors; also: nearly all actives have a fitted effect of over 55% in size
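Cells were dispensed at 400 per well, compounds added by pin tool, plates incubated ≥48 hr at 37 °C, then CellTiter-Glo added for 30 min at room temperature before luminescence reading. Line: DT40 Tdp1-/- complemented with hTDP1; camptothecin omitted.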
DT40 TDP1 CPT: growth inhibition of DT40 Tdp1-/-;hTDP1 cells with camptothecin (screen for TDP1 inhibitors) | AID 686979 | chicken DT40 Tdp1-/-;hTDP1 cells + 20 nM CPT, ATP luminescence, 48 h | hit rate 12% among 420,000 | Potency, µM (top dose mostly 46.2 µM), inactives show at the highest dose activity change, negative = growth inhibition, usual class: inhibitors; also: nearly all actives have a fitted effect of over 55% in size
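Chicken DT40 Tdp1-/- cells stably complemented with human TDP1 were seeded at 400 cells/well in medium containing 20 nM camptothecin, exposed to pin-transferred compounds, and grown at 37 °C for at least 48 hr. Viability was read as ATP luminescence.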
* = called active by the depositor; ? = inconclusive; · = not tested or not shown; & = joins results of further samples; [ ] = remark or other dose. Calls follow the shape of the dose curve; as a rule, active = well fitted curve in the direction sought with a large enough effect; inconclusive = small, poorly fitted or top-dose-only effect, or another doubt; inactive = no such curve, though single readings can be large; an effect the other way counts as inactive or inconclusive. % is scaled to controls: 0 for no effect and ±100 for the full control effect; potency is read from the fitted curve at half-maximal effect. The list is partial; rates above refer to the full screens.

Below each SMILES – KAT2A inh | DT40 TDP1 no CPT | DT40 TDP1 CPT
- O=C(CNC(=O)C1CCCCC1)Nc1cc(Cl)cc(Cl)c1
 : 3.0% | -26.9% | ?
- Cc1ccc(-c2ccc(SCC(=O)NCC3CCCO3)nn2)cc1 (centres undefined)
 : -3.1% | -25.8% | -12.3%
- Nc1c([N+](=O)[O-])cnnc1-c1ccccc1
 : 5.0% | -6.9% | 3.0%
- COc1ccc(/C=N/NC(=O)C(=O)Nc2ccccn2)cc1OC
 : -1.4% | -14.5% | 15.5%
- O=C(NCCCO)/C(=C/c1ccco1)NC(=O)c1ccc(Br)o1
 : 0.0% | 11.0% | 0.2%
- CNC(=O)COc1ncnc2sccc12
 : -5.4% | -3.0% | 7.5%
- O=C(NCCC1=CCCCC1)C1CCN(S(=O)(=O)c2cnc[nH]2)CC1
 : -1.3% | -11.6% | -8.2%
- O=C(NC(=O)c1c(F)cccc1F)Nc1ccccc1SC(F)F
 : -7.3% | ? | ?
- CC(C)C(=O)NC(c1ccco1)c1c(O)ccc2ccccc12 (centres undefined)
 : 0.3% | ? | ?
- Cc1ccc(OCC(=O)Nc2ccc(C(=O)Nc3ccccc3C(=O)O)cc2)cc1C
 : · | -2.0% | -14.7%
- Cc1ccc(CCNC(=O)c2cnc3c(C)cccn3c2=O)cc1
 : 3.6% | ? | ?
- COc1ccc(N2CC(O)=C(c3nc4ccccc4s3)C2=N)cc1
 : -15.2% | -14.6% | -27.0%
- Cc1c(Cl)cccc1NC(=O)C1CCCN(c2nnc(-n3c(C)ccc3C)s2)C1 (centres undefined)
 : 0.3% | 16.4µM* | ?
- COc1cc(F)ccc1-c1cc(C(=O)NCc2ccc(C(F)(F)F)cc2)[nH]n1
 : · | ? | ?
- COc1ccc(N2C(=O)CC(N3CCN(c4ccccc4OC)CC3)C2=O)cc1 (centres undefined)
 : 0.1% | 23.4% | -11.5%
- O=C(NNC(=O)c1ccncc1)Nc1ccc(Br)cc1
 : · | -9.8% | 4.2%
- CCC(OC(=O)c1cccs1)C(=O)NCc1ccc(C)cc1 (centres undefined)
 : -0.4% | 3.5% | -9.8%
- COc1ccccc1NC(=O)N1CCN(c2ccccc2F)CC1
 : -1.2% | -3.4% | -15.6%
- CN(C(=O)COC(=O)Cc1c(Cl)cccc1Cl)c1c(N)n(Cc2ccccc2)c(=O)[nH]c1=O
 : 1.8% | -29.4% | -12.9%
- Cc1ccc2nc(N3CCC(C(=O)N4CCN(c5cccc(Cl)c5)CC4)CC3)[nH]c2c1
 : -21.7% | 8.2µM* | 13µM*
- Cc1nc2sccn2c(=O)c1S(=O)(=O)Nc1cc(Cl)ccc1O
 : -10.7% | ? | ?
- O=C(CCSCCC(=O)NCc1ccco1)NCc1ccco1
 : -12.2% | ? | ?
- CCn1c(Cc2ccccc2)nnc1SCC(=O)Nc1ccc(N)cc1
 : -1.1% | -16.6% | -22.4%
- CCc1ccc(NC(=O)C2CCCN2S(=O)(=O)c2ccc3c(c2)n(C)c(=O)c(=O)n3C)cc1 (centres undefined)
 : -2.8%&0.7% | -1.9%&-14.7% | -28.6%&-1.1%
- CC(=O)N/C(=C/c1ccccc1)C(=O)NCCO
 : ? | 12.1% | 1.6%
- COc1ccc(-c2nc3ccc(C)cn3c2NCc2ccccc2)cc1SC1CCCCC1
 : ? | 23.1µM* | 13µM*
- N=c1c2c(-c3ccccc3)c(-c3ccccc3)n(Cc3ccco3)c2ncn1CCCN1CCOCC1
 : -4.3% | 3.66µM* | ?
- CC(/C=N/NC(=O)c1cc(-c2ccccc2)nc2ccccc12)=C\c1ccco1
 : -13.3% | 0.731µM* | 2.31µM*
- CCc1cc2c(=O)n(-c3ccccc3)c(SCC(=O)O)nc2s1
 : -4.1% | 4.2% | 7.2%
- O=C(O)c1ccccc1Nc1ccc2nonc2c1[N+](=O)[O-]
 : -1.3% | 27.7% | -9.0%
- CC(=O)c1ccc(NC(=O)CCc2c(C)nn(-c3ccc4nnc(C)n4n3)c2C)cc1
 : -0.2% | -12.7% | 1.2%
- Cc1cc(C)c(C)c(OCC(=O)NCc2nc(-c3ccccc3)no2)c1
 : -1.3% | -21.5% | 12.0%
- COC(=O)[C@]12CCCCC=C1N(Cc1ccccc1)C(=O)[C@H](CC(=O)NCCC(C)C)C2
 : · | ? | ?
- CCN(CC)c1ccc(C(=C2C=CC(=[N+](CC)CC)C=C2)c2ccccc2)cc1
 : ? | 0.146µM* | 0.164µM*
- COC(=O)C1CCN(C(=O)COC(=O)c2ccc(OC)c(S(=O)(=O)N3CCCc4ccccc43)c2)CC1
 : 5.8% | 0.411µM* | -18.2%
- O=C(CNCc1ccccc1)NC1C2CC3CC(C2)CC1C3 (centres undefined)
 : ? | ? | -18.8%
- N#CC1(C(N)=O)OC12CCS(=O)(=O)c1ccccc12 (centres undefined)
 : · | -52.1% | -17.7%
- Cc1ccccc1N1C(=O)c2ccccc2C1O (centres undefined)
 : 18.0% | 26.0% | -0.4%
- COc1ccc(-c2nn(-c3ccccc3)cc2/C=C/C(=O)N2CCOCC2)cc1OC
 : -4.6% | ? | ?
- O=[N+]([O-])c1ccc(S(=O)(=O)c2ccccc2)nc1
 : 47.4%[activator] | 0.92µM* | 0.517µM*
- O=c1cc(-c2ccc(O)c(O)c2)oc2cccc(O)c12
 : · | ? | 5.8%
- COc1ccc(Br)cc1-c1noc(-c2ccncc2)n1
 : 1.1% | -12.0% | 10.2%
- O=C(O)c1cnc(-c2ccccc2)nc1Oc1ccc(Cl)cc1
 : -6.1% | -8.4% | -6.3%
- COc1ccc2c(c1)NC1(O)c3ccccc3C(=O)C21O (centres undefined)
 : -0.5% | -5.7% | -31.8%
- COc1ccc(N2CC(O)=C(c3nc(-c4ccc(Cl)cc4)cs3)C2=N)cc1
 : -14.9% | ? | ?
- CN(C(=O)COC(=O)Cn1cnc2ccccc21)C1CCCCC1
 : -0.2% | -26.0% | -27.6%
- O=[N+]([O-])c1ccc2nc(SCc3cn4ccccc4n3)[nH]c2c1
 : 12.8% | -16.4% | 16.4%
- C[C@H](NC(=O)OC(C)(C)C)c1nnc(SCC(=O)Nc2ccc(Br)cc2)o1
 : 1.9% | -16.3% | -22.5%
- CS(=O)(=O)Nc1ccc(-c2ccc(/C=C3\SC(N)=NC3=O)o2)cc1
 : -5.7% | -22.4% | ?
- CC(C)NC(=O)c1ccccc1NS(=O)(=O)c1ccc(Br)s1
 : ? | 20.6µM* | ?
- COc1ccc(NC(=O)N2CCC3(CC2)CCN(S(C)(=O)=O)CC3)cc1
 : -3.7% | -7.2% | 14.1%
- C=CCn1cc(C(=O)OC)c(=O)c2cc(S(=O)(=O)N3CCCCCC3)ccc21
 : -3.2% | 1.2% | -11.0%
- CCOC(=O)[C@H]1[C@H]2COc3cc(OC)ccc3[C@@H]2N2C(=O)N(c3cccc(Cl)c3)C(=O)[C@@]12C
 : -9.9% | 29.1µM* | ?
- C=CCNC(=S)Nc1sc2c(c1C(=O)OCC)CCN(C(=O)OCC)C2
 : · | -25.7% | -20.6%
- Cc1cccc(-n2c(C)cc(/C=N/O)c2C)c1
 : 3.2% | -2.4% | -5.4%
- Cc1ccccc1SCC(=O)NC1CCOC1=O (centres undefined)
 : -1.7% | -9.2% | -5.2%
- COc1cccc(NC(=O)Cn2c(=O)n(CCC(=O)NCc3ccccc3OC)c(=O)c3ccccc32)c1
 : -5.3% | ? | 25.9µM*
- Cc1cccc(C)c1NC(=O)CSc1nc(N2CCOCC2)nc(N2CCOCC2)n1
 : -4.9% | -14.4% | -3.5%
- O=C(CN1CCN(Cc2ccccc2)CC1)Nc1cccc(S(=O)(=O)N2CCCCCC2)c1
 : -5.0% | ? | ?
- [N-]=[N+]=NC1c2ccccc2C(=O)N1Cc1ccccc1 (centres undefined)
 : -6.4% | 0.9% | -2.8%

Molecules from the list above containing fluorine (3):
Below each SMILES – KAT2A inh | DT40 TDP1 no CPT | DT40 TDP1 CPT
- O=C(NC(=O)c1c(F)cccc1F)Nc1ccccc1SC(F)F
 : -7.3% | ? | ?
- COc1cc(F)ccc1-c1cc(C(=O)NCc2ccc(C(F)(F)F)cc2)[nH]n1
 : · | ? | ?
- COc1ccccc1NC(=O)N1CCN(c2ccccc2F)CC1
 : -1.2% | -3.4% | -15.6%

(continued)
Below each SMILES – KAT2A inh | DT40 TDP1 no CPT | DT40 TDP1 CPT
- CCCC(C)C(=O)Nc1ccc(C(N)=O)cc1 (centres undefined)
 : -9.3% | -0.8% | -6.0%
- O=C(CN1CCCCC1)NNC(=O)c1ccc([N+](=O)[O-])cc1
 : -15.5% | -9.8% | 1.8%
- Cc1c(NS(=O)(=O)c2ccc(N(C)C3CCCCC3)c([N+](=O)[O-])c2)c(=O)n(-c2ccccc2)n1C
 : -4.7% | ? | ?
- Cc1ccc(N(CC(=O)NC2CCCCC2)C(=O)CCCC(=O)Nc2ccccn2)cc1
 : -1.9% | -23.1% | -18.3%
- COc1cc(/C=C/C(=O)OCC(=O)c2ccc[nH]2)cc(OC)c1OC
 : -1.6% | ? | -7.4%
- COc1ccc(CCCC(=O)N/N=C/c2cccc(OC)c2O)cc1C
 : -2.2% | 1.64µM* | 1.84µM*
- COc1cccc(CCC(=O)N(C)C2CCCN(Cc3ccccc3F)C2)c1 (centres undefined)
 : -4.0% | ? | -16.5%
- Nc1nnc(SCc2c(F)cccc2Cl)s1
 : -4.2% | -18.5% | 8.8%
- C[C@H](CO)N1C[C@H](C)[C@@H](CN(C)S(=O)(=O)c2ccc(F)cc2)OCc2cn(nn2)CCCC1=O
 : · | 1.5% | -10.7%
- C#CCOCCOCCOCCNc1nc(N2CCN(C(=O)CCCCCCCCCCNC(=O)Cn3cc(C[C@@H](C)O)nn3)CC2)nc(N2CCN(C(=O)CCCCCCCCCCNC(=O)[C@H](CCCCN)n3cc(CCCC(=O)O)nn3)CC2)n1
 : -25.2% | 1.4% | ?
- CCOC(=O)c1[nH]c(C)c(CCC(=O)Nc2cc(Cl)ccc2C)c1C
 : -17.0% | -26.1% | -14.9%
- CCC1CCc2c(sc(NC(=O)c3ccco3)c2C(N)=O)C1 (centres undefined)
 : -21.7% | ? | -26.7%
- CC(C)CNc1ncnc2c1ncn2[C@H]1CN(Cc2ccncc2)C[C@@H](CO)O1
 : · | ? | -24.8%
- O=S(=O)(c1ccc(-c2csc(=Nc3ccc(F)cc3)n2CCCCCCO)cc1)N1CCCC1
 : -9.8% | 2.59µM* | 2.91µM*
- CCOC(=O)c1c(NC(=O)CSc2nc3c(c(=O)n(C)c(=O)n3C)n2C(C)C)sc(C)c1C
 : -7.8% | -3.2% | 0.7%

Compound profiles (already shown).
Cc1ccc(N(CC(=O)NC2CCCCC2)C(=O)CCCC(=O)Nc2ccccn2)cc1 is entered as KAT2A inh: -1.9%; DT40 TDP1 no CPT: -23.1%; DT40 TDP1 CPT: -18.3%
O=S(=O)(c1ccc(-c2csc(=Nc3ccc(F)cc3)n2CCCCCCO)cc1)N1CCCC1 is entered as KAT2A inh: -9.8%; DT40 TDP1 no CPT: 2.59µM*; DT40 TDP1 CPT: 2.91µM*

Carrying on.
Below each SMILES – KAT2A inh | DT40 TDP1 no CPT | DT40 TDP1 CPT
- CCc1nc(SCC(=O)Nc2ccc(N(C)C)cc2)c2ccccc2n1
 : -6.5% | 14.6µM* | ?
- COc1ccc2c(CC(=O)N3CCc4cc(OC)c(OC)cc4C3)coc2c1
 : -7.8% | -3.9% | -2.9%
- COc1cc(NC(=O)CN(c2ccc(C)cc2)S(=O)(=O)c2cccc3nonc23)cc(OC)c1
 : -11.0% | 18.4µM* | ?
- COc1ccc(NC(=S)N(CCCN2CCOCC2)C(C)c2cc3cccc(OC)c3o2)cc1 (centres undefined)
 : -2.1% | ? | 13.0%
- CSc1nc2ccc(NC(=O)NC(=O)c3c(F)cccc3F)cc2s1
 : -2.2% | -4.0% | 1.7%
- O=C(O)CN1C(=O)/C(=C/c2ccc(SCc3ccccc3)o2)SC1=S
 : ? | ? | ?
- COc1cc(OC)c(OC)cc1/C=N/n1c(C)nc2ccccc2c1=O
 : -8.3% | -22.3% | -1.9%
- Cc1ccc(NC(=O)CCC(=O)N/N=C/c2ccc(O)cc2O)cc1
 : 0.8% | 16.4µM* | 14.6µM*
- Cc1cccc(N2CCN(C(=O)c3noc4c3CCCCC4)CC2)c1C
 : 3.4% | -50.7% | ?
- O=C(Oc1ccc(/C=N/NC(=O)c2ccccn2)cc1)c1cccc(Br)c1
 : -2.4% | -18.7% | ?
- CC(=O)c1coc2ccc(OCCN3CCCCC3)cc12
 : -2.6% | -4.8% | -1.3%
- COc1ccc(OCCNC(=O)c2ccccc2OCC(=O)N2CCCCC2)cc1
 : -3.8% | 18.4µM* | 20.6µM*
